Compound activity deposited in PubChem by The Scripps Research Institute Molecular Screening Center.
PAFAH1B3 FP inh: blocks human PAF acetylhydrolase 1B catalytic subunit 3; Q15102; recombinant PAFAH1B3, FP-rhodamine probe, fluorescence polarization; inhibition, % at 3.39 µM; 340,000 compounds, 0.28% hits;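 active = inhibition above the screen-wide average of all tested compounds plus 3 SD, cut at about 25% in these data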;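 also: 0% = enzyme with DMSO only and 100% = wells lacking PAFAH1B3 protein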
Target sequence (Q15102 whole entry, looked up): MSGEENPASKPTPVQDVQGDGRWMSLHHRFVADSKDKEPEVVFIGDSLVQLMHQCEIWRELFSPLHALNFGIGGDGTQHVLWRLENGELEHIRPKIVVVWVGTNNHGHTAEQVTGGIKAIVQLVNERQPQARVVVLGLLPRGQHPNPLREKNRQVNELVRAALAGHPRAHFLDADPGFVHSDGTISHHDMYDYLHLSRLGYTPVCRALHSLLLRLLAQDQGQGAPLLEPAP
GSTO1 inh: blocks human GSTO1 in RBBP9 counter-screen | P78417 | recombinant GSTO1, activity-based probe fluorescence polarization | inhibition, % at 5.96 µM | 300,000 compounds, 1.1% hits | AID 1974;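 active = inhibition above the campaign mean inhibition plus 3 SD, cut at about 35% in these data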;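 also: 0% = GSTO1-1 with DMSO and 100% = wells lacking GSTO1-1 enzyme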
PAFAH1B2 FP inh: PAFAH1B2 (human) inhibition. P68402. recombinant PAFAH1B2, FP-rhodamine activity probe, fluorescence polarization. inhibition, % at 3.39 µM. 340,000 compounds, 1.2% hits. AID 492953;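 active = inhibition above the mean of all tested compounds plus 3 SD, cut at about 24% in these data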;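 also: 0% = enzyme with DMSO and 100% = wells lacking PAFAH1B2; many of its hits are not listed in these tables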
LYPLA2 counter: blocks human lysophospholipase 2, a PME1 counter-screen; O95372; recombinant LYPLA2, FP-Rh probe fluorescence polarization; inhibition, % at 5.9 µM; 320,000 compounds, 0.38% hits; AID 2177;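 active = inhibition above the screen-wide mean plus 3 SD, limit set per campaign, cut at about 26% in these data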;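 also: 0% = LYPLA2 with DMSO and 100% = wells lacking LYPLA2 enzyme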
Target sequence (O95372 whole entry, looked up): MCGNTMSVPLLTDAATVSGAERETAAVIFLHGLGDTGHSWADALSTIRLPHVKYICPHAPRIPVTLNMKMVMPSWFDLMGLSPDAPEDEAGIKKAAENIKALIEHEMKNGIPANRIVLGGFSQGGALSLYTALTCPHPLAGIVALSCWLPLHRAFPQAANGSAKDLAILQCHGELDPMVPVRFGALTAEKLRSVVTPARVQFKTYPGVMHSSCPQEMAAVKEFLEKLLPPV
PAD4 inh: blocks human protein arginine deiminase 4; Q9UM07; recombinant PAD4, RCA probe fluorescence polarization; inhibition, % at 6.36 µM; 330,000 compounds, 0.41% hits; AID 485272;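 active = percent inhibition above a cutoff equal to the mean of all tested compounds plus 3 SD, cut at about 15% in these data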;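 also: 0% = PAD4 with RCA probe and DMSO and 100% = probe without PAD4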
pPAFAH FP inh: pPAFAH (human) enzyme inhibition | Q13093 | recombinant pPAFAH, FP-rhodamine probe fluorescence polarization | inhibition, % at 3.39 µM | 330,000 compounds, 1.5% hits | AID 463082;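 active = inhibition above the mean inhibition across the screen plus 3 SD, cut at about 25% in these data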;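 also: inhibitors block binding of the rhodamine activity-based probe so polarization drops; 0% = enzyme with DMSO and 100% = wells lacking pPAFAH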
Target sequence (Q13093 whole entry, looked up): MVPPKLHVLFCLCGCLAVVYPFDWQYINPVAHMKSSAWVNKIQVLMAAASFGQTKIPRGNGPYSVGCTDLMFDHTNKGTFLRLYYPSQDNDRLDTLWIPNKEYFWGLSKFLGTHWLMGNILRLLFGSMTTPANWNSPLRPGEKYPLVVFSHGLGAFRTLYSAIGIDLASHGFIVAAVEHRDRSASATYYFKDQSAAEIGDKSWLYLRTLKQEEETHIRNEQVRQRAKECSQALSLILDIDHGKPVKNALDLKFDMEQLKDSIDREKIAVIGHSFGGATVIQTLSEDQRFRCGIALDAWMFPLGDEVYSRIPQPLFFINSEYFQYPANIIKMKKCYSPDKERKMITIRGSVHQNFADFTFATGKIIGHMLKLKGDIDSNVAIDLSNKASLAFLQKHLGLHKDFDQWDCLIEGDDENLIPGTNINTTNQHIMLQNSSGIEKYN
PAFAH2 FP inh: PAFAH2 (human) inhibition | Q99487 | recombinant PAFAH2, FP-rhodamine activity probe, fluorescence polarization | inhibition, % at 3.39 µM | 340,000 compounds, 0.99% hits;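 active = inhibition above the mean over all tested compounds plus 3 SD, cut at about 30% in these data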;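 also: inhibitors block probe labeling of enzyme so polarization drops; 0% = enzyme with DMSO and 100% = wells lacking PAFAH2 protein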
LYPLA1 inh: LYPLA1 (human) inhibition in PME1 counter-screen. O75608. inhibition, % at 5.9 µM. AID 2174. recombinant LYPLA1, FP-Rh probe fluorescence polarization. 320,000 compounds, 0.16% hits;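 active = inhibition above the mean of all tested compounds plus 3 SD, set per campaign, cut at about 14% in these data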;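 also: inhibitors block serine hydrolase probe labeling of LYPLA1 so polarization falls; 0% = enzyme with DMSO and 100% = wells lacking LYPLA1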
PME-1 primary: blocks human protein phosphatase methylesterase 1; Q9Y570; recombinant PME-1, FP-Rh probe fluorescence polarization; inhibition, % at 5.9 µM; 320,000 compounds, 0.53% hits; AID 2130;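 active = inhibition above the campaign mean of all compounds plus 3 SD, cut at about 26% in these data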;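 also: competitive labeling of PME-1 active site by serine hydrolase directed probe; 0% = PME-1 with DMSO and 100% = wells lacking PME-1 enzyme; inhibitors block probe labeling so polarization falls and inhibition rises; many of its hits are not listed in these tables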
The depositor's hits bear a star; . = no result given.

mol	PAFAH1B3 FP inh	GSTO1 inh	LYPLA1 inh	PAFAH2 FP inh	pPAFAH FP inh	LYPLA2 counter	PME-1 primary	PAFAH1B2 FP inh	PAD4 inh
CCN(CC)c1ccc(C2C3CCCCC3(O)CCN2CC(=O)N2CCCCC2)cc1 (stereo not given)	6	7	-1	4	0	-5	-4	-1	-3
COc1ccc(S(=O)(=O)N2CCOC2CNC(=O)C(=O)NCCc2ccc(OC)c(OC)c2)cc1C (stereo not given)	-2	2	-6	-2	-5	-1	3	-2	-4
O=C(c1cccs1)N1CCN(S(=O)(=O)c2ccc(F)cc2)CC1	.	4	-2	.	3	1	4	.	-3
Cc1ccc(C)c(SCC(=O)NC(=O)Nc2ccc3c(c2)OCCO3)c1	8	-4	-3	2	5	-3	0	-3	-4
CC(C)(C)C(=O)NC(=S)Nc1ccc(Cl)c(C(=O)O)c1	8	-7	0	2	-6	-1	2	1	3
CSc1ccccc1NC(=O)COC(=O)Cn1cc(C(F)(F)F)ccc1=O	6	.	0	0	1	4	-2	4	-2
CNS(=O)(=O)c1cccc(C(=O)Nc2cccc(Cl)c2)c1	-3	0	-5	-7	3	1	4	8	3
CNC(=O)Nc1ccccc1C(=O)NCc1ccccc1	12	-4	0	8	2	2	-3	-1	-2
COc1ccc(OCc2nnc(SCC(N)=O)n2N)cc1	5	4	6	4	-2	9	-2	4	0
CC1CN(C(=O)c2cc(COc3c(F)cccc3F)on2)CCN1C (stereo not given)	9	-3	-1	1	6	3	2	0	-2
CC(C)(C)NC(=O)CN(C(=O)C1CSC(=O)C1)c1ccc2c(c1)OCCO2 (stereo not given)	7	-5	1	3	-2	6	0	7	1
O=C1[C@H]2[C@@H](c3ccc(F)cc3)N3C(=O)N(c4cccc(F)c4)C(=O)[C@@]3(Cc3ccccc3)[C@H]2C(=O)N1C1CCCCC1	-4	-7	-4	-1	-4	-9	-1	4	-2
CCOC(=O)[C@H]1[C@H]2COc3ccccc3[C@@H]2N2C(=O)c3cc(OC)ccc3NC(=O)[C@@]12C	-5	11	-4	-5	1	-12	-6	0	-1
CCn1c(CNc2ccccc2Cl)nnc1SCC(=O)NCc1ccccc1	2	0	4	5	3	3	1	2	0
CCOC(=O)c1c(NC(C)=O)sc2c1C1CCN2CC1	6	-4	0	-4	-1	2	0	2	2
O=C(COc1ccccc1C(=O)NCc1ccccn1)Nc1ccc(Br)cc1	15	1	1	8	4	9	2	12	-5
COc1ccc(C(C)=NNc2ccc([N+](=O)[O-])cc2S(=O)(=O)Nc2ccccc2C(=O)O)c(OC)c1	-7	.	.	12	31*	.	.	-5	-2
Cc1nn(CCO)c(N)c1C1(O)C(=O)Nc2c(Cl)cc(Cl)cc21 (stereo not given)	2	24	3	8	2	2	-2	4	-3
O=C(NC(NC(=S)Nc1ccccc1)C(Cl)(Cl)Cl)c1cccc(Cl)c1 (stereo not given)	-18	-42	-55	-34	-28	-98	-78	-13	-8
O=C(N/N=C1\C/C(=N\NC(=O)c2ccncc2)c2ccccc21)c1ccncc1	28*	56*	-5	22	22	1	-2	14	44*
CC(C)CCN(CCC(C)C)C/C(O)=C(\C#N)c1nc(-c2ccccc2)cs1	-6	0	-2	6	4	7	-3	4	2
CN(CCc1ccccn1)Cc1ccc(Cl)cc1Cl	-3	-2	-3	-7	4	-3	-2	4	2
CCCN1Cc2cc(OC)ccc2-c2ccccc2S1(=O)=O	-1	.	.	-1	-7	.	.	-1	-5
CC1CCN(C(=O)c2[nH]cnc2C(=O)N[C@@H](Cc2ccccc2)C(=O)OC(C)(C)C)CC1	8	-2	0	1	-1	-2	-11	-3	0
CC1CCN(CCCNC(=O)CN2C(=O)CSc3ccc(S(=O)(=O)N4CCC(C)CC4)cc32)CC1	7	-7	-4	0	-2	-7	5	2	5
Cc1nc(SCCC(C)C)c([N+](=O)[O-])[nH]1	8	4	-1	7	4	-2	0	6	-3
Cc1cc(NC(=O)C2(c3ccccc3)CCCC2)no1	5	2	-3	4	-4	-7	3	25*	-1
COc1cc2nc(N(CCCN(C)C)C(=O)c3ccc(S(=O)(=O)N4CCc5ccccc5C4)cc3)sc2cc1OC	7	3	-2	7	0	2	0	-3	-4
O=S(=O)(c1ccc(NC(=S)NCc2ccco2)cc1)N1CCCC1	12	1	-5	-4	-1	0	3	4	2
O=C(O)c1ccccc1-c1ccccc1C(=O)Nc1nccs1	2	7	2	-1	4	-2	0	-1	-5
CSc1nncc(-c2ccc(F)c(F)c2)n1	-3	-4	-3	1	0	-2	4	3	2
COc1ccc(N2C(=O)CC(N(CCc3ccc(S(N)(=O)=O)cc3)C(=S)Nc3ccccc3)C2=O)cc1 (stereo not given)	1	5	-2	-7	1	-3	-7	-6	0
Cc1noc2ncnc(N3CCCCC3)c12	6	-3	2	8	5	5	0	6	3
O=C(NC1CCCc2ccccc21)C12CC3CC(CC(O)(C3)C1)C2 (stereo not given)	-2	2	-3	2	-2	9	5	6	-7
O=c1c2ccccc2c(-c2ccccc2)nn1-c1cc(Cl)ccc1[N+](=O)[O-]	-3	-5	-2	-3	-1	2	0	-6	-1
CC(Cc1nnc(N)s1)c1ccccc1 (stereo not given)	8	4	1	11	2	0	1	13	1
Cc1ccc(C)c(Cn2nnc3c(=O)[nH]c(C4CCCN(C(=O)c5ccco5)C4)nc32)c1 (stereo not given)	2	3	1	1	6	1	13	-2	-3
CC(C)C(C)(C#N)NC(=O)CSc1nnc(-c2ccccc2)o1 (stereo not given)	12	5	-2	-3	-3	1	1	10	-2
Cc1nnc(NC(=O)CN2C(=O)c3ccccc3S2(=O)=O)s1	-1	7	-6	10	-4	-4	5	-2	-1
COCCNS(=O)(=O)c1ccc2c3c(cccc13)C(=O)N2C	5	6	-5	4	-3	1	-5	4	0
NC(=O)C1(NC(=O)[C@@H]2CC3(CC(c4cccc(NC(=O)[C@@H]5CCC(=O)N5)c4)=NO3)CN2C(=O)c2ccccc2)CC1 (stereo not given in full)	0	5	1	-5	-2	6	-5	-3	4
CC(=O)Nc1ccccc1NC(=O)CC(C)(C)C	0	-5	2	0	-3	9	3	-1	1
CN(C(=O)COc1coc(CN2CCN(c3ccccc3)CC2)cc1=O)c1ccccc1	0	2	2	-3	-4	0	-7	4	6
COc1ccc(C)cc1N(C(=O)CNC(=O)c1ccco1)C(C(=O)NCC1CCCO1)c1ccccc1 (stereo not given)	2	3	-2	10	2	-3	1	7	6
N/C(Cc1nc(-c2ccc(Cl)cc2)cs1)=N/O	3	1	-2	4	2	-2	1	6	-2
CCn1c(SCC(=O)N2c3ccccc3CCc3ccccc32)nc2c1c(=O)n(C)c(=O)n2C	3	4	-1	6	5	3	2	7	2
O=C1C(=C(c2ccccc2)c2ccccc2)Nc2ccccc21	-4	-2	-2	4	9	-1	-1	-1	-10
Cc1c(C(=O)Nc2nc3ccccc3[nH]2)oc2ccc(Br)cc12	7	-1	-10	-8	-7	-3	-23	-4	5
Cc1ccc(-c2cc(C(=O)OCC(=O)Nc3ncc(C(F)(F)F)cc3Cl)c3ccccc3n2)cc1	-1	0	-4	-4	-1	5	0	-2	1
COc1ccc(/C=N/n2c(C)nc3sc(C)c(C)c3c2=O)cc1	.	-1	4	.	-1	5	1	.	4
CCc1ccc(Nc2ncc3c(n2)CC(C)(C)CC3=O)cc1	-6	-10	1	0	-3	-8	-1	-3	-6
CC(C)C(=O)NC(=S)Nc1ccccc1C(=O)NC1CCCCC1	-1	-3	-2	5	6	3	4	-6	-3
CCOC(=O)C1=C(COC(=O)CCNS(=O)(=O)c2ccc(C)c(C)c2)NC(=O)NC1C (stereo not given)	4	.	3	-1	6	-2	8	-6	1
CCC1(C)NC(=O)N(CC(=O)Nc2sc3c(c2C(=O)OC)CCCCC3)C1=O (stereo not given)	-9	7	-3	-3	8	-1	3	0	-2
O=C(NC(=S)Nc1ccc(N2CCOCC2)c(Cl)c1)C(c1ccccc1)c1ccccc1	-9	-4	-10	-5	-3	-18	-16	-5	-2
CCN(C(=O)CC(C)C)c1nnc(Cn2nnc3ccccc32)s1	0	-3	0	10	0	-3	1	0	0
Cn1cc(CN2CCC(O)CC2)c(-c2ccc(Oc3ccccc3)cc2)n1	2	0	-2	-10	-1	-5	-1	4	-1
CN(C)CCCSc1nc2ccccc2s1	7	5	1	-23	3	3	-72	-5	-1
CC(=Nc1cccc(O)c1)c1sc2ccccc2c1O	7	13	-3	2	16	-2	14	2	10
Cc1cc(Oc2ccc(=O)n(C)n2)nc(SCc2ccccc2)n1	0	-1	0	-1	2	-8	-1	-1	-1

Additional records follow.
mol	PAFAH1B3 FP inh	GSTO1 inh	LYPLA1 inh	PAFAH2 FP inh	pPAFAH FP inh	LYPLA2 counter	PME-1 primary	PAFAH1B2 FP inh	PAD4 inh
COc1ccc(OC)c(NC(=O)CN2CCC(NC(=O)c3ccccc3C)CC2)c1	17	8	1	4	3	-4	-3	1	-8
S=c1[nH]nc(-c2cccc(Cl)c2)n1/N=C/c1ccc(-c2ccccc2Br)o1	-1	-3	0	6	2	8	8	0	-1
C=CCOc1ccc(C2/C(=C(\O)c3c(C)[nH]c(C(=O)OC)c3C)C(=O)C(=O)N2CCN(C)C)cc1 (stereo not given)	-8	6	2	1	-2	-5	5	-5	-7
O=C(NCCC1=CCCCC1)C(=O)NCc1ccccc1Cl	2	4	-4	-1	-2	-2	-3	3	6
COc1ccccc1CC(=O)Nc1ccc(-c2nnc(-c3ccco3)o2)cc1	7	-8	-5	0	-3	4	-10	-5	2
COc1ccc(OCC(O)Cn2c(N3CCCCC3)nc3c2c(=O)n(C)c(=O)n3C)cc1 (stereo not given)	9	1	1	3	-1	1	-1	0	-3
CC(C)(C)OC(=O)N[C@@H](Cc1ccccc1)C(=O)NCC1CCC(C(=O)O)CC1 (stereo not given in full)	6	-3	1	-2	-3	1	-4	4	-3
CCCCn1c(=O)[nH]c(=O)c2c1nc(-c1ccc3ccccc3c1)n2CC	3	-1	-6	-2	-5	0	-8	5	-2
CCCc1cc(=O)oc2cc(OC(C)C(=O)NCC3CCC(C(=O)O)CC3)ccc12 (stereo not given)	5	7	-3	6	3	1	0	2	1
O=[N+]([O-])c1cccc(-c2n[nH]c(=S)n2-c2ccccc2)c1	.	-1	-3	.	-3	-5	0	.	1
COc1ccc(N2CCN(C(CNC(=O)c3ccco3)c3cccnc3)CC2)cc1 (stereo not given)	2	7	7	-1	2	0	-3	1	-6
Cc1cccc(C(=O)Nc2c3c(nn2C(C)(C)C)CS(=O)(=O)C3)c1	-2	10	7	4	1	4	6	0	0
COc1ccccc1NC(=O)c1cc2c(CO)cnc(C)c2oc1=Nc1ccc(OC)c(OC)c1	12	-10	3	-4	25*	-1	2	0	-4

An excerpt (hit frequency here may not be typical).
